Source: PubChem BioAssay (Emory University Molecular Libraries Screening Center)
Smad3 FoxH1 inh = Smad3/FoxH1 peptide binding inhibitors, primary screen, biochemical, TR-FRET | TR-FRET Smad3/Dy647-FoxH1 peptide binding, europium anti-His | hit rate 0.29% among 88,000 | AID 630, 2007 | inhibition, % at 25 µM;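 active = compounds that reduce the energy-transfer binding signal between the protein and its labelled peptide by more than half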;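 also: 0% = Smad3 plus labelled peptide maximal FRET and 100% = peptide-only background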
Target sequence (P84022 whole entry, looked up): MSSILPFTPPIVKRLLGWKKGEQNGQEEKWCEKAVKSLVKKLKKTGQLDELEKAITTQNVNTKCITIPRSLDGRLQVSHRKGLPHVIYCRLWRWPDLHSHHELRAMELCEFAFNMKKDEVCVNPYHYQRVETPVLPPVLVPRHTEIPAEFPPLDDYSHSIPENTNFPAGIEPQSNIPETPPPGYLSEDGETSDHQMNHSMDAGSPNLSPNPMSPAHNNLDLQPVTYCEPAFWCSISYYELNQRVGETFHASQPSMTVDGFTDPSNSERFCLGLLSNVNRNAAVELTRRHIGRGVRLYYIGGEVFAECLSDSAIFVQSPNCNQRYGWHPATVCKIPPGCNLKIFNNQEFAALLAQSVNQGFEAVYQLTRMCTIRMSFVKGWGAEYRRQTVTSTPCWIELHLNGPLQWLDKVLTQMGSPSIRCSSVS
Starred values were filed as active, the others as inactive.

| Smad3 FoxH1 inh | Molecule |
| --- | --- |
| -11.9 | CN(C)CCN1C(=O)CC[C@@]2(C)C1=CC[C@H]1[C@H]2CC[C@@]2(C)[C@H]1CC[C@]2(C)O |
| 39.8 | Cc1cc2nc([C@H](C)C(=O)c3ccc(Cl)cc3)c(=O)[nH]c2cc1C |
| -4.1 | COC(=O)[C@@H]1C(O)[C@H](C(=O)OC)[C@@H](C)N(C)[C@H]1C (stereo not given in full) |
| -0.8 | CS(=O)(=O)N(CC(=O)O)Cc1ccccc1 |
| 50.5 | NC(=[SH+])[N-]/N=C/c1ccccn1.O=S(=O)(O)O.[Fe] |
| 3.1 | CC(C)C(=O)C(C)(C)CCc1ccccn1 |
| 8.0 | OCCCNc1ncnc2[nH]ncc12 |
| -7.2 | C[C@@](O)(CNS(=O)(=O)c1ccccc1)c1ccccc1 |

Continuation:
| Smad3 FoxH1 inh | Molecule |
| --- | --- |
| 31.9 | CCC(=O)OCN1C(=O)C=CC1=O |
| 34.8 | O=S(=O)(O)c1cc(N=Nc2cccc3ccccc23)c(O)c2ncccc12 |
| -0.7 | C[N+](C)(C)c1ccc([C@H](N)C(=O)O)cc1 |
| 20.1 | Cc1ncn(-c2ccccc2O)c1C |
| -1.6 | COc1ccc(C[N+](C)(C)N)cc1OC |
| 45.3 | O=S(=O)(c1ccccc1)N1CCN(S(=O)(=O)c2ccccc2)c2ccccc21 |
| -11.8 | NC(N)=N/N=C(/c1ccc(Cl)cc1)C1CC1 |
| 1.4 | Nc1nc(-c2cccnc2)cc(-c2cc(-c3cccnc3)nc(N)n2)n1 |

Additional structures.
| Smad3 FoxH1 inh | Molecule |
| --- | --- |
| 39.4 | c1cc(CSSCc2ccncc2)ccn1 |
| 75.2* | Cn1cnc([N+](=O)[O-])c1[Se]c1nc(N)nc2c1ncn2[C@H]1O[C@@H](CO)[C@H](O)[C@H]1O |
| 7.2 | c1cncc(CNc2ncn[nH]2)c1 |
| 8.2 | O=[N+]([O-])c1ccc2ncccc2c1CCc1c([N+](=O)[O-])ccc2ncccc12 |
| 9.7 | NCCN1C(=O)c2ccccc2[C@@]1(O)c1ccc(Cl)cc1 |
| -6.2 | O=C(O)CCSc1ncnc2nc[nH]c12 |
| -2.9 | COc1nc(N)nc2c1ncn2[C@@H]1C[C@H](O)[C@@H](CO)O1 |
| -15.7 | O[C@H](CNc1ccccn1)c1ccccc1 |

Six entries out of the list, ordered by molar mass, descending:
| Smad3 FoxH1 inh | Molecule |
| --- | --- |
| 8.2 | O=[N+]([O-])c1ccc2ncccc2c1CCc1c([N+](=O)[O-])ccc2ncccc12 |
| 1.4 | Nc1nc(-c2cccnc2)cc(-c2cc(-c3cccnc3)nc(N)n2)n1 |
| -2.9 | COc1nc(N)nc2c1ncn2[C@@H]1C[C@H](O)[C@@H](CO)O1 |
| 39.4 | c1cc(CSSCc2ccncc2)ccn1 |
| -6.2 | O=C(O)CCSc1ncnc2nc[nH]c12 |
| -15.7 | O[C@H](CNc1ccccn1)c1ccccc1 |

A second format for part of the listing above.
> c1cncc(CNc2ncn[nH]2)c1
  Smad3 FoxH1 inh = 7.2
> O=[N+]([O-])c1ccc2ncccc2c1CCc1c([N+](=O)[O-])ccc2ncccc12
  Smad3 FoxH1 inh = 8.2
> c1cc(CSSCc2ccncc2)ccn1
  Smad3 FoxH1 inh = 39.4

(cont.)
| Smad3 FoxH1 inh | Molecule |
| --- | --- |
| 11.7 | O=C(O)C[C@H](Sc1ccccc1)c1ccccc1 |
| -4.8 | C=CCSc1nc2ccccc2c(=O)n1Cc1ccco1 |
| 13.9 | Nc1ncnc2c1nc(-c1ccccc1)n2[C@H]1O[C@@H](CO)[C@H](O)[C@H]1O |
| 38.3 | O=C(O)CCC(=O)c1ccc2ccc3cccc4ccc1c2c34 |
| 14.0 | CC1(CC(=O)O)O[C@@H]2CCCCC[C@H]2O1 (tested in a mixture with another compound) |
| 1.3 | C[N@@+]1(Cc2ccc(Cl)c(Cl)c2)CCC[C@@H]1c1ccc[n+](Cc2ccc(Cl)c(Cl)c2)c1 |
| -0.5 | O=C1[C@H]2[C@@H]3c4ccccc4[C@H]([C@H]2C(=O)N1c1ccc(OCc2ccccc2)cc1)[n+]1ccccc13 |
| 22.6 | O=S(=O)(C[C@H](O)C(Cl)(Cl)Cl)NNc1ccccc1 |

Further records
| Smad3 FoxH1 inh | Molecule |
| --- | --- |
| -0.1 | COc1cc2c(cc1O)[C@@H](c1cc(O)c(O)c(OC)c1)[C@](O)(C(=O)O)[C@@H](CO)[C@@H]2O |
| 6.2 | Cc1noc(NC(=O)Nc2ccccc2F)c1C#N |
| 31.2 | O=S(=O)(c1cccc(C(F)(F)F)c1)N1c2ccccc2-n2cccc2[C@H]1c1cccnc1 |
| 39.9 | CN(C)CN1CSC(=S)N(CN(C)C)C1 |
| 1.7 | N=C(N)CCNC(=O)[C@@H]1CCC(N)=N1 |
| 0.1 | Clc1ccccc1/C=C/c1ccnc2ccccc12 |
| 55.8* | Cc1cc(OCc2nc(N)nc(N)c2-c2ccc(Cl)c(Cl)c2)ccc1[N+](=O)[O-] |
| 14.1 | NS(=O)(=O)c1cc2c(cc1Cl)N[C@H](Cc1ccccc1)NS2(=O)=O |

New compounds follow.
| Smad3 FoxH1 inh | Molecule |
| --- | --- |
| -1.0 | NCS(=O)(=O)O |
| 5.8 | c1cc(-c2sc(-c3ccncc3)c(-c3ccncc3)c2-c2ccncc2)ccn1 |
| -3.3 | NC(N)=NC(N)=Nc1ccc(S(=O)(=O)O)cc1 |
| -5.1 | CCOC(=S)SCC(=O)O |
| 0.6 | CN(C)CCSCCO |
| -0.6 | CC1=NN(c2ccc(S(=O)(=O)O)cc2)C(=O)/C1=C\c1ccc(Cl)cc1 |
| -8.8 | O=C(NNS(=O)(=O)c1ccccc1)c1cccnc1 |
| 2.2 | CCCCC[C@@H](O)[C@@H]1C(=O)O[C@@H](C)[C@@H](O)C=C/C=C\C=CC=C/C=C(/C)[C@H](O)C[C@H](O)C[C@H](O)C[C@H](O)C[C@H](O)C[C@H](O)C[C@@H]1O |

Six entries drawn at random from the list so far:
| Smad3 FoxH1 inh | Molecule |
| --- | --- |
| -3.3 | NC(N)=NC(N)=Nc1ccc(S(=O)(=O)O)cc1 |
| 5.8 | c1cc(-c2sc(-c3ccncc3)c(-c3ccncc3)c2-c2ccncc2)ccn1 |
| -0.6 | CC1=NN(c2ccc(S(=O)(=O)O)cc2)C(=O)/C1=C\c1ccc(Cl)cc1 |
| -8.8 | O=C(NNS(=O)(=O)c1ccccc1)c1cccnc1 |
| -1.0 | NCS(=O)(=O)O |
| 2.2 | CCCCC[C@@H](O)[C@@H]1C(=O)O[C@@H](C)[C@@H](O)C=C/C=C\C=CC=C/C=C(/C)[C@H](O)C[C@H](O)C[C@H](O)C[C@H](O)C[C@H](O)C[C@H](O)C[C@@H]1O |

The listing picks up with the 8 entries that preceded the break.
| Smad3 FoxH1 inh | Molecule |
| --- | --- |
| -1.0 | NCS(=O)(=O)O |
| 5.8 | c1cc(-c2sc(-c3ccncc3)c(-c3ccncc3)c2-c2ccncc2)ccn1 |
| -3.3 | NC(N)=NC(N)=Nc1ccc(S(=O)(=O)O)cc1 |
| -5.1 | CCOC(=S)SCC(=O)O |
| 0.6 | CN(C)CCSCCO |
| -0.6 | CC1=NN(c2ccc(S(=O)(=O)O)cc2)C(=O)/C1=C\c1ccc(Cl)cc1 |
| -8.8 | O=C(NNS(=O)(=O)c1ccccc1)c1cccnc1 |
| 2.2 | CCCCC[C@@H](O)[C@@H]1C(=O)O[C@@H](C)[C@@H](O)C=C/C=C\C=CC=C/C=C(/C)[C@H](O)C[C@H](O)C[C@H](O)C[C@H](O)C[C@H](O)C[C@H](O)C[C@@H]1O |
| 14.7 | Cc1ccc(N=Nc2ccc(N)cc2C)c(S(N)(=O)=O)c1 |
| 50.6* | c1ccc2c[n+](CCCC[n+]3ccc4ccccc4c3)ccc2c1 |
| 4.0 | O=C(C[N+]1(c2ccccc2)CCOCC1)c1ccccc1 |
| 61.9* | c1ccc2sc(SCN(C3CCCCC3)C3CCCCC3)nc2c1 |
| 6.9 | c1ccc(CCNCc2ccco2)nc1 |
| 16.9 | COc1ccc(CC[N@+]2(C)COc3cc4oc(=O)cc(C)c4cc3C2)cc1OC |
| 98.3* | O=C(O)[C@@H]1[C@H](C(=O)Nc2cccc3cccnc23)[C@@H]2CC[C@H]1O2 |
| 5.8 | NC(=O)[C@H]1CCCN1Cc1ccc2c(c1)OCO2 |

The list continues.
| Smad3 FoxH1 inh | Molecule |
| --- | --- |
| 6.5 | COc1ccc(CSC2=C(C#N)C(=O)NC3(CCCCC3)S2)cc1 |
| 41.4 | C/C(=N\NC(N)=S)c1ccc[nH]1 |
| 2.5 | O=S(=O)(O)[C@@H](c1ccccc1)[C@@H](O)c1ccccc1 |
| 91.4* | C[N@@+]1(CC[N@+]2(C)CCC[C@@H]2c2cccnc2)CCC[C@@H]1c1cccnc1 |
| 8.8 | Cc1ccc([C@@]2(C)CC/C(=N\N=C3/CC[C@](C)(c4ccc(C)c(C)c4)c4cc(C)c(C)cc43)c3cc(C)c(C)cc32)cc1C |
| 15.4 | Cc1cc(N2CCN(C)CC2)n2nc(-c3ccc(Cl)cc3)nc2n1 |
| 1.9 | O=C(O)[C@@H](O)[C@@H](O)[C@H](O)C(=O)CO |
| 12.6 | O=C(CSC1=NCCN1)c1ccccc1 |

Additional compounds.
| Smad3 FoxH1 inh | Molecule |
| --- | --- |
| -1.7 | O=C(O)C(=Cc1ccnc2ccccc12)C(=O)O |
| 8.1 | O=C(O)C[n+]1ccccc1 |
| -2.2 | Cn1cnc([N+](=O)[O-])c1Sc1nnc(-c2cccnc2)n1C |
| -10.0 | CN[C@@H](c1ccncc1)[C@@H](NC)c1ccncc1 |
| 49.9 | NC(N)=N/N=C/c1ccc(C2CCNCC2)cc1 |
| 1.7 | Clc1ccc(Cl)c(Nc2ccnc(SCc3ccccc3)n2)c1 |
| -4.2 | O=[N+]([O-])c1ccc(CS(=O)Cc2ccccc2)cc1 (stereo not given) |
| 25.6 | COc1ccc(C(=O)[C@H](Br)[C@H](Br)C(=O)O)cc1 |

Additional compounds follow.
| Smad3 FoxH1 inh | Molecule |
| --- | --- |
| 90.5* | O=S(=O)(c1ccc2ccccc2c1)N1CCN(S(=O)(=O)c2ccc3ccccc3c2)CC1 |
| -2.2 | Clc1ccc2c(NCCNc3ccnc4cc(Cl)ccc34)ccnc2c1 |
| 20.2 | CS(=O)(=O)c1ccc(/C=N/NC(N)=S)cc1 |
| 15.8 | NS(=O)(=O)C1=C(Cl)CC2=NC(CCC(=O)O)=NS(=O)(O)=C2C1 |
| -1.9 | O=C(C[C@@H]1C=Cc2ccccc2N1C(=O)c1ccccc1)c1ccccc1 |
| -30.9 | CSc1nc2cc(S(=O)(=O)N3CCCCC3)ccc2s1 |
| 6.3 | NNC(=O)CCSc1ccccc1 |
| 7.2 | O=C(O)[C@H](CCc1ccccn1)c1ccccc1 |

Carrying on:
| Smad3 FoxH1 inh | Molecule |
| --- | --- |
| 0.8 | CCCC(c1cc(C(C)(C)C)c(O)cc1C)c1cc(C(C)(C)C)c(O)cc1C |
| 12.0 | Cc1cc(C)c2nc3c(c([C@H](O)[C@@H]4CCCCN4)c2c1)CC/C3=C\c1ccc(Cl)cc1 |
| 6.5 | Nc1n[nH]c2ccccc12 |
| 22.0 | O=C(O)c1c(-c2c3ccc(=O)cc-3oc3cc(O)ccc23)cc2ccccc2c1-c1ccccc1 |
| 10.2 | O=c1c2ccccc2sc2c(CO)ccc(NCCN3CCCCC3)c12 |
| 6.0 | COc1cc(-c2[o+]c3cc(O)cc(O)c3cc2O)cc(O)c1O |
| 18.2 | NC(N)=N/N=C/c1ccc(O)c(C(=O)O)c1 |
| 25.1 | O=C1C=C(NCCc2cc(Br)c(O)c(Br)c2)C(=O)c2ncccc21 |

Continuation:
| Smad3 FoxH1 inh | Molecule |
| --- | --- |
| 13.1 | Oc1ccc2ccccc2c1C=NCc1c(O)ccc2ccccc12 |
| -13.2 | NCC[C@H](N)C(=O)O |
| 40.5 | NC(=O)SCC(=O)Nc1ccc2ncccc2c1 |
| -2.1 | C/C(N[O-])=C(\C)[N+]([O-])=[Rh][Cl].CC(=N\[O-])/C(C)=N/[O-].NC(N)=[SH+] |
| -3.7 | C(=N\Nc1ccccn1)/c1cccnc1 |
| 2.3 | COc1c(O)ccc2c1CN1CCc3cc4c(cc3[C@@H]1C2)OCO4 |
| 7.1 | Oc1ccc2ccccc2c1Cc1c(O)ccc2ccccc12 |
| 15.8 | CC(=NC1CCCCC1)c1ccccc1O |

(further entries)
| Smad3 FoxH1 inh | Molecule |
| --- | --- |
| -8.5 | CC(C)(C)CNCCO |
| -10.2 | C[C@]1(O)CC[C@H]2[C@H]3CC=C4N5CCN=C5CC[C@@]4(C)[C@@H]3CC[C@@]21C |
| 7.4 | Nc1ccccc1CCCC(=O)O |
| -8.2 | CCN(CC(=O)O)CC(=O)O |
| 3.6 | CN(C)c1ccc(N=Nc2cccc3ccoc23)cc1 |
| -9.5 | CC(NC(=O)c1ccccc1)(C(=O)O)C(=O)O |
| 72.5* | Cc1sc2ccccc2[n+]1CCC(=O)O |
| 7.1 | Nc1nc(C(=O)O)c(N=Nc2ccccc2)c(=O)[nH]1 |

(more compounds)
| Smad3 FoxH1 inh | Molecule |
| --- | --- |
| -10.5 | CC(C)=NNc1ncnc2nc[nH]c12 |
| 5.5 | NC1=N[C@@H](c2ccc(Cl)cc2)N(c2ccc(S(N)(=O)=O)cc2)C(N)=N1 |
| 1.5 | COc1ccc2nccc(SCC(=O)O)c2c1 |
| -3.1 | CCOC(=O)C1=C(C)NC(=O)N[C@@H]1c1coc2cc(C)cc(C)c2c1=O |
| 6.5 | c1ccc([P+](CC[P+](c2ccccc2)(c2ccccc2)c2ccccc2)(c2ccccc2)c2ccccc2)cc1 |
| -4.0 | Cc1cc(SCC(=O)c2ccccc2)nc2ccccc12 |
| 56.7* | Nc1ccc(S(=O)(=O)c2ccc(NC(=O)c3cccnc3)cc2)cc1 |
| 57.6* | O=C(NCCO)c1ccc(Cl)cc1 |
| -5.1 | CC(C)[C@](N)(C(=O)O)c1ccccc1 |
| 5.4 | O=C(O)CCC(O)=C1S(=O)(=O)OCCOS1(=O)=O |
| 2.6 | O=C(O)c1ccc(C(=O)O)c(C(=O)Nc2ccc3c(c2)Cc2ccccc2-3)c1 |

A portion of the library (hit frequency here may not be typical).
